TAAR1 antagonist: human TAAR1 antagonism. inhibition, % at 3 µM. 1.5% of 360,000 active. CHO RD-HGA16 TAAR1, Fluo-8 calcium fluorescence, antagonist. Q96RJ0;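 active means inhibition above a per-plate cutoff, the mean inhibition of test compounds on that plate plus 3 SD, cut at about 49% in these data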;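 further: 0% = DMSO plus EC80 beta-PEA response and 100% = DMSO alone without agonist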
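System: CHO RD-HGA16 cells bearing hTAAR1. Reagent: EC80 β-phenethylamine stimulus. Schedule: seeding 17-24 h prior, 75-min 37 °C, 30-min RT dye loading. Signal: Fluo-8 intracellular calcium dye fluorescence, real-time kinetic reads. Read-out: % inhibition from peak post-agonist over basal fluorescence ratio. Benchmarks: vehicle wells and EC80 agonist wells. Replicates: n of 1.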
TAAR1 ag: human TAAR1 agonism; Q96RJ0; CHO RD-HGA16 TAAR1, Fluo-8 calcium fluorescence; vehicle wells 0%, saturating PEA agonist 100%; activation, % at 3 µM; 0.99% of 360,000 active;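 active means activation above the mean activation of all test compounds in the run plus 3 SD, cut at about 38% in these data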
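Signal – calcium-sensitive Fluo-8 signal, excitation 470-495, emission 515-575 nm · System – RD-HGA16 (CHO) cells co-expressing Gα16 and hTAAR1 · Incubation – 17-24 h seeding, 75 min 37 °C dye, 30 min RT · Compound dosing – 3 µM single concentration · Repeats – no replicates (n 1)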
OXTR potentiate: human OXTR potentiation | P30559 | CHO-OTR cells, Fluo-8 calcium fluorescence, potentiator mode; 0% = oxytocin EC15, 100% = EC100 | activation, % at 3 µM | 0.061% of 320,000 active | AID 2445;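 active means activation above that plate's cutoff, the mean activation of tested compounds plus 3 SD, cut at about 6.6% in these data, passing the limit was not always enough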;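 further: 100% uses oxytocin at 75 nM as the full agonist control; some results filed as inactive read as strong as hits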
Target sequence (P30559 whole entry, looked up): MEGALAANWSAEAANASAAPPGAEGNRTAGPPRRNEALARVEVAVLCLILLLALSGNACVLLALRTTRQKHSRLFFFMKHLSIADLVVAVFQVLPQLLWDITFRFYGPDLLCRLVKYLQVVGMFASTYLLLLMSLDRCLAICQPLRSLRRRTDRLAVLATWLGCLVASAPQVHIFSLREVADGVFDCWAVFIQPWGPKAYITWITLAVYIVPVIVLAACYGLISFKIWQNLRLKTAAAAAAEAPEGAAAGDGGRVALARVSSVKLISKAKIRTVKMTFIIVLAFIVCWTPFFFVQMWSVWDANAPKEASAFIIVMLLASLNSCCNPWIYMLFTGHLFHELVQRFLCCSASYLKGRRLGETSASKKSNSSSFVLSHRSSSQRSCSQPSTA
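assay system = CHO-OTR cells, human receptor | schedule = compound 6 min at room temperature before oxytocin, 100 s read | detection = Fluo-8 intracellular calcium fluorescence, ex 470-495, em 515-575 nm | evaluation = normalized max/min fluorescence ratio, % activation | control set = EC15 oxytocin alone as 0%, 75 nM oxytocin (EC100) as 100%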
CHO-K1 Ca ag: nonselective activator or artifact in parental CHO-K1 cells; 0.48% of 360,000 active; activation, % at 3 µM; Fluo-8 calcium fluorescence; scaled to maximal ATP response, vehicle zero; AID 602248; in the data active means activation above about 15%;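 further: untransfected CHO-K1 host cells lacking M1 receptor as counterscreen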
CHO-K1 Ca antag: nonselective inhibitor or artifact in parental CHO-K1 cells | ATP-induced calcium, Fluo-8 fluorescence | inhibition, % at 3 µM | 0.6% of 360,000 active;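 active means inhibition above a per-plate cutoff, the plate's mean sample inhibition plus 3 SD, cut at about 24% in these data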;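 further: 0% = DMSO plus EC80 ATP and 100% = DMSO alone without ATP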
V1R ag counter: V1a receptor agonism, counter-screen for OXTR agonists. P37288. CHO-V1R cells, Fluo-8 calcium fluorescence, agonist mode; 0% DMSO, 100% 3 nM vasopressin. activation, % at 3 µM. 0.25% of 320,000 active. AID 2797;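 active means activation above the mean activation of all tested compounds plus 3 SD, per screening run, cut at about 20% in these data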;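 further: signal is peak over basal fluorescence ratio across a 100 second FLIPR read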
Target sequence (P37288 whole entry, looked up): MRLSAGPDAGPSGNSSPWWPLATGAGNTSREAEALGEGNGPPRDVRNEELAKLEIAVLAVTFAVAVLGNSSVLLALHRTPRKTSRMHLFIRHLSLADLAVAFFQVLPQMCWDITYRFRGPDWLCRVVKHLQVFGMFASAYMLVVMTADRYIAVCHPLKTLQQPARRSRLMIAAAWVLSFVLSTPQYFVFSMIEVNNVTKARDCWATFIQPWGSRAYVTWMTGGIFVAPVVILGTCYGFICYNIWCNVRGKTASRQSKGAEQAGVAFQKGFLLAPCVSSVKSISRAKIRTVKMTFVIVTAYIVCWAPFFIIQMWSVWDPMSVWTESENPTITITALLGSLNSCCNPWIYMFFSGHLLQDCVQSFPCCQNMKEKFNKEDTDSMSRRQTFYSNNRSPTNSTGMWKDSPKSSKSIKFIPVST
CHO-K1 Ca PAM: counter-screen for M1 PAMs: effect in parental CHO-K1 cells | AID 602247 | 0.02% of 360,000 active | ATP EC20, Fluo-8 calcium fluorescence; 0% at ATP EC20, 100% at ATP max | activation, % at 3 µM;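 active means activation above the run cutoff, the mean activation of all test compounds plus 3 SD, cut at about 40% in these data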;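 further: peak over basal fluorescence ratio in a 140 s read after ATP addition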
CHO parental Ca: signal in parental CHO cells, OX1R antagonist counter-screen; parental CHO-K1, ATP-induced calcium, Fluo-8 fluorescence; inhibition, % at 5.6 µM; 0.63% of 330,000 active;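 active means inhibition above that plate's mean sample inhibition plus 3 SD, cut at about 26% in these data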;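 further: 0% = ATP-challenged DMSO wells and 100% = DMSO wells without ATP; some compounds past the cut are filed as inactive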
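Assay system: parental CHO cells; Read-out basis: percent inhibition of ATP-evoked calcium rise, normalized to controls; Benchmarks: ATP and no-ATP DMSO wells; Compound dosing: single nominal dose of 5.6 µM per compound; Signal: Fluo-8 calcium dye fluorescence; Also added: ATP as calcium-mobilizing challenge; Repeats: singlicate.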
CHRM1 agonist: activates human CHRM1 receptor; activation, % at 3 µM; 0.33% of 360,000 active; CHO-K1 hM1, Fluo-8 calcium fluorescence, agonist mode; 0% DMSO, 100% acetylcholine EC100;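 active means activation above the run's mean compound activation plus 3 SD, cut at about 16% in these data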;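 further: peak over basal fluorescence ratio within a 140 s kinetic read after compound addition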
* marks the source's active call; other numbers are inactive results; . = no result given.

SMILES | TAAR1 antagonist | TAAR1 ag | OXTR potentiate | CHO-K1 Ca ag | CHO-K1 Ca antag | V1R ag counter | CHO-K1 Ca PAM | CHO parental Ca | CHRM1 agonist
O=C(Cc1c(F)cccc1Cl)Nc1ccc(S(=O)(=O)N2CCCC2)cc1 | -23 | 6 | -14 | 0.4 | 3 | 1.8 | -5 | -6 | -6
CC(C)(O[C@@H]1O[C@H](CO)[C@@H](O)[C@H](O)[C@H]1O)[C@H]1Cc2cc3ccc(=O)oc3cc2O1 | 1 | 16 | 1 | 0.7 | -6 | 0.7 | 14 | -1 | 0
CCOc1ccc(C(=O)C[n+]2ccccc2C)cc1 | -7 | 0 | -7 | -0.3 | -5 | -0.1 | 7 | -4 | -8
Cc1ccc2[nH]c(=O)c(CN(CCO)C(=O)N(C)C)cc2c1 | 10 | 9 | -7 | 0.4 | -25 | 1.0 | 19 | -10 | 0
COc1cc(C(=O)NC(C)C2CC3CCC2C3)cc(OC)c1OC (configuration not stated) | 16 | -1 | -10 | 2.1 | -1 | -1.5 | 1 | -25 | -6
Cc1ccc(S(=O)(=O)c2nc(NCCN(C)C)sc2Cl)cc1 | 0 | 3 | -1 | 0.0 | 1 | 2.7 | 5 | -6 | -4
O=C(Nc1nc(-c2ccccn2)cs1)c1cccc(S(=O)(=O)N2CCOCC2)c1 | 22 | 11 | -8 | 6.3 | -13 | 1.8 | 10 | -14 | -2
COC(=O)C1=C(C)NC(C)=C(C(=O)OC)C1c1ccc(-c2cc(Cl)ccc2Cl)o1 | -3 | -1 | -6 | 1.3 | -10 | 0.5 | 22 | -11 | -5
O=C(CSc1nnc(Cc2ccccc2)o1)N1CCOCC1 | -2 | 6 | 0 | 0.1 | -17 | 1.0 | -1 | 1 | 1
O=[N+]([O-])c1cccc(N2Cc3ccccc3C2)c1 | -2 | -2 | -2 | 0.0 | -10 | 0.4 | 14 | -13 | -6
S=C(N/N=C/c1ccco1)NC1CC2CCC1C2 (configuration not stated) | 9 | 2 | -8 | 0.2 | -8 | -1.1 | -3 | -10 | -5
COc1ccc(C2=NOC(Cn3nc(-c4ccccc4)cc3C(=O)NCc3ccccc3OC)C2)cc1 (configuration not stated) | 34 | 7 | -10 | -0.4 | -9 | 2.7 | -4 | 12 | -4
COc1ccc(-c2nn(-c3ccccc3)cc2CO)cc1 | 17 | 6 | -14 | 1.9 | 1 | 3.5 | 8 | -1 | -1
CCOC(=O)Cn1c(=O)oc2cc(S(=O)(=O)Nc3c(C)cc(C)cc3C)ccc21 | 39 | 27 | -11 | 3.5 | 9 | 14 | -8 | 9 | 10
Cn1c(N)c(C(=O)NCc2ccccc2)sc1=S | -3 | 12 | -1 | 1.2 | -11 | 0.9 | 29 | -9 | -4
CSc1nsc(NC(=O)Nc2ccccc2)n1 | 28 | 37 | -22 | 13 | 28* | 12 | -27 | 19 | 5
Cc1cc(C)n(S(=O)(=O)c2ccc3ccccc3c2)n1 | 20 | -1 | -1 | 1.0 | -17 | 0.3 | 8 | -14 | -11
CCCCc1nnc(NC(=O)C2=COCCO2)s1 | -16 | 3 | -5 | 0.1 | -7 | -0.5 | -2 | -2 | -1
CCOc1cc(CNCCCN2CCOCC2)cc(Cl)c1OCC(=O)NC(C)(C)C | -7 | 4 | 1 | 2.2 | -16 | 1.3 | -1 | -12 | -11
Cc1ccc(OCCOCCN(C)C)c(Cl)c1 | -7 | 1 | -1 | 0.0 | 16 | 0.3 | -13 | 2 | -7
COCCNC(=O)/C(C#N)=C/c1cc(C(C)C)c(OC)cc1C | 0 | 3 | 6 | 0.2 | -15 | -1.1 | 10 | -6 | -5
COC(=O)[C@H](Cc1ccccc1)NC(=O)NCc1ccccc1OC | 3 | 12 | 2 | 0.8 | -38 | -0.7 | 15 | -11 | 1
C[C@@H]1CN([C@H](C)CO)C(=O)c2cc(NC(=O)Nc3cccc4ccccc34)ccc2O[C@H]1CN(C)Cc1ccc(C(F)(F)F)cc1 | -7 | 0 | 0 | 0.3 | 0 | 1.4 | 7 | -23 | -10
Cc1cc(-c2n[nH]c(=S)n2/N=C/C(Cl)=C/c2ccccc2)n[nH]1 | 7 | -1 | 1 | -0.2 | -1 | 0.6 | 17 | -10 | -3
CCOC(=O)C[C@H]1c2ccc(C(F)(F)F)cc2S(=O)(=O)N1C1CCCC1 | 1 | 1 | -4 | 0.1 | -14 | -0.9 | 15 | -16 | -5

Structural class, the compounds so far with an aryl thioether with sulfur outside any ring
SMILES | TAAR1 antagonist | TAAR1 ag | OXTR potentiate | CHO-K1 Ca ag | CHO-K1 Ca antag | V1R ag counter | CHO-K1 Ca PAM | CHO parental Ca | CHRM1 agonist
O=C(CSc1nnc(Cc2ccccc2)o1)N1CCOCC1 | -2 | 6 | 0 | 0.1 | -17 | 1.0 | -1 | 1 | 1
CSc1nsc(NC(=O)Nc2ccccc2)n1 | 28 | 37 | -22 | 13 | 28* | 12 | -27 | 19 | 5

(list continues)
SMILES | TAAR1 antagonist | TAAR1 ag | OXTR potentiate | CHO-K1 Ca ag | CHO-K1 Ca antag | V1R ag counter | CHO-K1 Ca PAM | CHO parental Ca | CHRM1 agonist
Cc1sc2ncnc(N3CCC(C(=O)NNC(=O)COc4ccccc4F)CC3)c2c1C | 65* | 17 | -7 | 8.9 | -7 | 3.8 | 8 | -10 | 5
CC1(C)CC(=O)C(C=NCCc2ccccn2)=C(O)C1 | -7 | 16 | -1 | 0.0 | -7 | 0.9 | 20 | -4 | -10
Cc1ccc(C(=O)CSc2nc(C(C)C)nc3ccccc23)cc1 | -16 | 0 | -7 | 0.1 | -15 | 0.3 | 18 | -33 | -4
CCC(C)(C)n1nnnc1CN(Cc1cc2cc(OC)ccc2[nH]c1=O)C1CCCC1 | -23 | 2 | -3 | 9.0 | -11 | -0.1 | 5 | -37 | -3
CCN(C(=O)c1cn(C)c(=O)c2cc(OC)c(OC)cc12)c1cc(OC)ccc1OC | 0 | 1 | -2 | 0.5 | -15 | 2.0 | 14 | -13 | -3
C[C@H]1CN([C@@H](C)CO)C(=O)CCCn2nncc2CO[C@H]1CN(C)S(=O)(=O)c1ccc(C#N)cc1 | -8 | 0 | . | 0.3 | -8 | . | 3 | . | -4
CCCS(=O)(=O)N1CCN(S(=O)(=O)c2ccc(F)cc2)CC1 | -2 | 5 | -13 | 0.3 | -3 | 0.1 | 11 | -7 | -3
CCOc1ccc(-c2c(=O)n(OCc3ccc([N+](=O)[O-])cc3)c3ccccc3[n+]2[O-])c(OCC)c1 | -16 | 0 | 4 | 20* | 5 | 0.5 | 14 | 2 | 7
COC(=O)NC1CC2C=CC1C1C=CC21 (configuration not stated) | -6 | 2 | . | 0.2 | 0 | . | -2 | . | -1
Cc1cccc(OCCCC(=O)Nc2ccc(S(N)(=O)=O)cc2)c1 | 7 | 1 | -7 | 15 | -1 | 0.6 | 20 | 11 | -8
COc1ccc(-c2ccc(CN3C(CC(C)C)C(=O)N(Cc4cn(Cc5ccco5)nn4)CCS3(=O)=O)cc2)cc1OC (configuration not stated) | 12 | 3 | . | 1.4 | -5 | . | 16 | . | -3
CCCc1cc(=O)[nH]c(SCC(=O)Nc2oc(C)c3c(C)n[nH]c(=O)c23)n1 | -25 | 1 | -3 | 2.1 | -7 | 0.3 | 16 | 3 | -4
Cn1c(=O)c2c(ncn2CC(O)CNc2ccc(Cl)cc2)n(C)c1=O (configuration not stated) | 0 | 6 | -12 | 1.6 | 1 | 3.2 | 1 | 7 | -1
COCCOC(=O)C1=C(C)NC2(O)c3ccccc3C(=O)C12O (configuration not stated) | -3 | -1 | 6 | 0.2 | -10 | -0.3 | 23 | -7 | -2
CC1(C)Cc2cccc(Oc3ccc(S(=O)(=O)N4CCCCC4)cn3)c2O1 | -19 | 4 | -14 | 1.3 | -6 | -0.9 | 16 | -11 | -5
COc1ccc(N2CCN(CCN3C(=O)c4ccccc4C3=O)CC2)cc1 | 8 | 7 | -1 | 4.4 | -8 | 0.2 | 10 | -10 | -1
CN(C)c1ccc(C(=S)N2CCN(c3ccc([N+](=O)[O-])cc3)CC2)cc1 | -18 | 4 | -6 | -0.3 | -4 | 1.0 | 9 | 1 | -6
COC(=O)c1cccc(NC(=O)CCCN2C(=O)NC3(CCCC3)C2=O)c1 | 15 | 0 | . | 0.6 | -4 | . | -10 | . | -4
N#Cc1ccc(NC(=O)Cn2cnc(S(=O)(=O)N3CCCC3)c2)cc1 | 5 | 2 | -7 | 0.3 | -15 | 0.8 | 8 | 6 | -3
COc1cc(NC(=O)C2CCCC2)c(OC)cc1Cl | -4 | -1 | -8 | 0.2 | -3 | -1.6 | 17 | -19 | -6
COCCCC1CCN(C(=O)C2CCC(=O)N(Cc3cccc(F)c3)C2)CC1 (configuration not stated) | -12 | 4 | -18 | 1.1 | -6 | -1.3 | 0 | 7 | -2
CCCCOC(=O)Nc1nnc(-c2ccccc2OC)s1 | 8 | 1 | -17 | 0.3 | 4 | 0.3 | -1 | 2 | -3
COc1ccc(Cn2c(-c3ccco3)nc3oc4ccccc4c(=O)c3c2=O)cc1 | 18 | -1 | -6 | 0.7 | -10 | 0.3 | 16 | -11 | -2
CC1CC(=NNC(=O)C2COc3ccccc3O2)CC(C)(C)C1 (configuration not stated) | -5 | 1 | -6 | 0.0 | -6 | 0.8 | -5 | -8 | -5
O=c1c([N+](=O)[O-])c(O)c2cccc3c2n1CCC3 | -12 | 4 | -13 | -0.3 | 7 | -0.1 | -9 | -6 | 0
COc1ccc(OC)c(/C=N/NC(=O)Cc2nc3ccccc3[nH]2)c1 | -9 | 0 | -1 | 0.0 | -3 | 0.4 | 14 | -2 | -4
Cc1cc(C)c(OCCCCN2CCC(C)CC2)c(Br)c1 | -6 | 4 | -5 | 0.8 | -3 | 0.2 | 2 | -14 | -5
N#CCSc1nc2c(cc1C#N)CCCCCC2 | -10 | 15 | -13 | 0.5 | 3 | -0.4 | 5 | -28 | -7
CCCCn1c(-c2ccc(Cl)cc2)nc2c(=O)n(C)c(=O)[nH]c21 | -17 | 5 | . | 0.9 | -8 | . | 14 | . | -3
CN(C(=O)COC(=O)/C=C/c1ccc(Cl)c(Cl)c1)c1c(N)n(Cc2ccccc2)c(=O)[nH]c1=O | -18 | 2 | -2 | 0.8 | -1 | -1.2 | 6 | 4 | -3
